Source: PubChem
Nrf2 block: Nrf2 qHTS screen for inhibitors; A549 ARE-Fluc reporter, luciferase luminescence, 18-24 h; AID 504444, 2011; Potency, µM (top dose mostly 46 µM), for the others: top-dose activity change, negative = inhibition, usual class: inhibitors; 360,000 compounds, 2.1% hits; also: potency is read from the fitted curve at half-maximal effect; % is scaled to controls: 0 for no effect and ±100 for the full control effect; nearly all actives have a fitted effect of over 60% in size
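Quantitative HTS in A549 cells stably bearing an antioxidant response element-firefly luciferase construct. Inhibition of Nrf2-driven transcription was scored by luminescence after 18-24 h of compound exposure at 37 °C.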
pAkt inh: HTS Assay for Inhibitors of Akt Phophorylation: Primary Screen | activity change, % for hits at 50 µM | AID 651550, 2012 | Neuro2A IGF-stimulated pAkt S473 HTRF, 20 min; hits give low values | 360,000 compounds, 0.32% hits; in the data active = activity change below about -80%; inconclusive = mostly about -51% to -80%; also: % is scaled to controls: 0 for no effect and ±100 for the full control effect
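Neuro2A cells (4,500/well, DMEM with 0.5% FBS) were treated with compound at a single 50 µM final concentration, stimulated with 6 nM IGF for 20 min at 37 °C, and lysed. Phospho-Akt Ser473 was read by HTRF as 665/615 ratio ×10^4.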
EPAC2 agonist: qHTS for Agonist of cAMP-regulated guanine nucleotide exchange factor 4 (EPAC2): primary screen; Rap guanine nucleotide exchange factor 4 (Homo sapiens), Q8WZA2; EPAC2 activation, biochemical qHTS; response scale: 100% = 6.5 mM cAMP response; Potency, µM (series often up to 154 µM), inactives show at the highest dose activation, actives largely listed as activators; AID 720711, 2013; 360,000 compounds, 0.079% hits; also: potency is read from the fitted curve at half-maximal effect; nearly all actives have a fitted effect of over 50% in size
Target sequence (Q8WZA2 whole entry, looked up): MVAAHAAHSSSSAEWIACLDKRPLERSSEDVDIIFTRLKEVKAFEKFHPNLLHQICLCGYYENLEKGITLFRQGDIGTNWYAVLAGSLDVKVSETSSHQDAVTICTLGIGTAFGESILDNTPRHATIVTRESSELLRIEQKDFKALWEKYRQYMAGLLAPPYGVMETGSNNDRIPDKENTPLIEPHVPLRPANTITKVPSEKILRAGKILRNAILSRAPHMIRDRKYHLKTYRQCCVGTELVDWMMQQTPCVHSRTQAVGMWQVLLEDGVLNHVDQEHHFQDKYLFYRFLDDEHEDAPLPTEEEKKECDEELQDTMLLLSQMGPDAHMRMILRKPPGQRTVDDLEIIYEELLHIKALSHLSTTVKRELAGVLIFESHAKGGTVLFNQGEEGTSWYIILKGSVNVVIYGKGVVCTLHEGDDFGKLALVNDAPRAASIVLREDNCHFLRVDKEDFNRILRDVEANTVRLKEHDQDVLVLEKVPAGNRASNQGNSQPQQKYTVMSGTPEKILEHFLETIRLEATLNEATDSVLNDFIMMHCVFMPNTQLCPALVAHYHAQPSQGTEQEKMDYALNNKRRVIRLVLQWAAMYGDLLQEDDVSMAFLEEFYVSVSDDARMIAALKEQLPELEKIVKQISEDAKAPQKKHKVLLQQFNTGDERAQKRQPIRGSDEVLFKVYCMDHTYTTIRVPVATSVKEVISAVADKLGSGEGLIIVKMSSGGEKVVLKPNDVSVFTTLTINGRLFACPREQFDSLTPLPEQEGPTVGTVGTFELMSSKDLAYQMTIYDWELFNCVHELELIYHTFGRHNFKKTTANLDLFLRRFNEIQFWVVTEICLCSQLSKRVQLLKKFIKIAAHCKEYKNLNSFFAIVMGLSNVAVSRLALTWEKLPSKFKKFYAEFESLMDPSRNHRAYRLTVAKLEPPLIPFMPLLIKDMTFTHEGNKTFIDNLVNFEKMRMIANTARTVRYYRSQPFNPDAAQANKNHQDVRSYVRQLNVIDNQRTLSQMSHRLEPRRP
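Exchange assay: 100 nM EPAC2 with 250 nM Rap1B-BODIPY-GDP and 50 uM GDP. Fluorescence (ex 480/em 540 nm) read every 5 min for 30 min at room temperature. Data normalized to 6.5 mM cAMP as agonist control.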
MmCpn inh: Inhibitors of TCP-1 ring complex (TRiC) of Methanococcus maripaludis (MmCpn): qHTS; Chaperonin Mm-Cpn (Methanococcus maripaludis); purified Mm-Cpn ATPase, ADP Transcreener TR-FRET; Potency, µM (titrated, usually from 76.9 µM), for inactives: at the top dose activity, negative = inhibition, most hits filed as inhibitors; 330,000 compounds, 0.031% hits; also: potency is read from the fitted curve at half-maximal effect; % is scaled to controls: 0 for no effect and ±100 for the full control effect; nearly all actives have a fitted effect of over 80% in size
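ATPase read-out: TR-FRET ADP immunoassay (anti-ADP Eu cryptate vs ADP-d2), ex 320 nm, em 590/665 nm; signal drops as ADP forms. Enzyme 25 nM, ATP 10 uM, 30 min at 37°C after 10 min compound preincubation.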
EPAC2 antagonist: qHTS for Antagonist of cAMP-regulated guanine nucleotide exchange factor 2 (EPAC2): primary screen | Rap guanine nucleotide exchange factor 4 (Homo sapiens), Q8WZA2 | EPAC2 GEF exchange of Rap1B-BODIPY-GDP, fluorescence | Potency, µM (series often up to 114 µM), inactives show at the top dose activity, negative = inhibition, actives largely listed as inhibitors | 360,000 compounds, 0.18% hits; also: potency is read from the fitted curve at half-maximal effect; % is scaled to controls: 0 for no effect and ±100 for the full control effect; nearly all actives have a fitted effect of over 45% in size; many of its hits are not listed in these tables
TGFb SMAD3 inh: qHTS for Inhibitors of TGF-b | AID 588855, 2011 | Potency, µM (doses to about 46.1 µM), without a hit: top-dose activity, negative = inhibition, hits mostly inhibitors | HepG2 CAGA-GFP TGF-b/SMAD3 reporter, GFP fluorescence, 18 h; TGF-beta stimulated, 500 pg/mL final | 410,000 compounds, 1.2% hits; also: potency is read from the fitted curve at half-maximal effect; % is scaled to controls: 0 for no effect and ±100 for the full control effect; nearly all actives have a fitted effect of over 65% in size
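Inhibition was scored as loss of TGF-beta-induced (500 pg/mL final, 18 hours, 37 degrees C) GFP in HEPG2 cells carrying a CAGA-GFP reporter, in DMEM with 1% FBS. Well GFP was summed per cell; Activity was normalised to unstimulated and stimulated DMSO wells, then concentration-response fitting.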
A549 tox: Nrf2 qHTS screen for inhibitors: counterscreen for cytotoxicity; A549 ARE-Fluc cells, CellTiter-Fluor viability, 18-24 h; Potency, µM (doses to about 46 µM), inactives show at the highest dose activity change, negative = cytotoxicity, hits mostly inhibitors; 390,000 compounds, 0.16% hits; also: potency is read from the fitted curve at half-maximal effect; % is scaled to controls: 0 for no effect and ±100 for the full control effect
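A549 ARE-Fluc cells in 5% FBS OPTI-MEM, 5000 cells/well, rested 2 h then exposed to compounds in concentration-response for 18-24 h at 37 °C. Viability by CellTiter-Fluor fluorescence (Ex 405/Em 525) after 30 min; luciferase luminescence (BugLite, 15 min, RT) read afterwards.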
CCT modulator: High-Throughput Screening for Modulators of Cytosolic Chaperonin Activity; 360,000 compounds, 0.3% hits; purified chaperonin ATPase assay, HTRF ADP detection, 30 min; activity change, % (no concentration beside the values), hits read low; AID 651819, 2012; in the data active = activity change below about -30%; also: % is scaled to controls: 0 for no effect and ±100 for the full control effect
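We incubate TRiC, 40 or 20 nM final, with library compounds at 76 uM and 10 uM ATP for 30 min at 37 °C. ADP formed is detected with Transcreener HTRF reagents after 30 min at room temperature.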
Nrf2 ARE act: qHTS of Nrf2 Activators; AID 624171, 2012; Potency, µM (series often up to 46.1 µM), without a hit: top-dose activation, hits mostly activators; 410,000 compounds, 0.31% hits; AREc32 ARE-luciferase reporter (MCF7-derived line), luminescence, 24 h; also: potency is read from the fitted curve at half-maximal effect; % of control where 0% means no effect; nearly all actives have a fitted effect of over 65% in size
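Reporter line AREc32 (ARE-Fluc), seeded overnight in OPTI-MEM with 5% FBS; compound pin-transferred, 24 hr at 37 deg C, 5% CO2; luminescent read-out.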
The depositor's hits bear a star; i = inactive; ? = inconclusive; . = no result given. Unless noted, calls follow the shape of the dose curve; as a rule, active = well fitted curve in the direction sought with a large enough effect; inconclusive = small, poorly fitted or top-dose-only effect, or another doubt; inactive = no such curve, though single readings can be large; an effect the other way counts as inactive or inconclusive.

Screens in order – Nrf2 block	pAkt inh	EPAC2 agonist	MmCpn inh	EPAC2 antagonist	TGFb SMAD3 inh	A549 tox	CCT modulator	Nrf2 ARE act
c1ccc2c(c1)OCCOCCOCCO2
→ 0%	i	3%	1%	3%	15%	0%	1.6	-0.8%
COc1ccc(S(=O)(=O)N(C)C[C@H]2Oc3ccc(NC(=O)NC(C)C)cc3C(=O)N([C@H](C)CO)C[C@@H]2C)cc1
→ -10%	i	-1%	1%	12%	-5%	10%	-1.2	-0.6%
CCOc1cc(S(=O)(=O)NC2CCCC2)ccc1Cl
→ .	i	-26%	2%	-11%	?	-2%	-1.0	1.8%
COc1cc(NC(=O)CSc2nnc3n2C(C)(C)Cc2ccccc2-3)cc(OC)c1
→ ?	i	-1%	-10%	-2%	-6%	7%	0.9	-0.1%
CN(Cc1ccc(Cl)cc1Cl)C(=O)c1cc(=O)c2ccccc2o1
→ -27%	i	7%	1%	-25%	-20%	4%	-2.0	6.3%
O=S1(=O)NC(=NC2CCCCCC2)c2ccccc21
→ -6%	i	10%	0%	-3%	18%	-5%	-0.7	-0.3%
COc1ccc(C2=NN(S(C)(=O)=O)C(c3cccs3)C2)cc1OC (centres undefined)
→ ?	i	6%	-1%	-2%	3%	1%	-1.0	4.9%
CN(C)CCN(Cc1ccccc1)c1ccnc(N(C)C)c1C#N
→ .	i	5%	0%	-1%	-5%	-1%	-0.8	-0.4%
Cc1ccc(/C=C/C(=O)N2CCc3ccccc3C2)cc1
→ .	i	15%	-1%	-7%	-17%	0%	-7.9	5.7%
CSc1sc(C(=O)NCC2CC2)cc1S(=O)(=O)C(C)C
→ 16%	i	13%	-5%	-21%	-1%	12%	-0.3	-0.1%
CS(=O)(=O)c1ncc(N(Cc2ccccc2)Cc2ccco2)c(C(=O)Nc2cccc(C(F)(F)F)c2)n1
→ 1%	.	.	.	.	0%	9%	.	6.0%
CCOC(=O)c1ccc(Oc2nc(OC)cc(OC)n2)cc1
→ 4%	i	8%	-2%	?	13%	9%	1.8	-0.1%
C/C(=N\NC(=O)COc1cc(C)cc(C)c1)c1cccc(NC(=O)C2CCC2)c1
→ -27%	i	-8%	1%	1%	9%	-8%	-1.7	-0.2%
Cc1ccc(-c2nc3[nH]c(=O)cc(NC(=O)C(C)C)n3n2)cc1
→ -9%	i	-8%	0%	5%	-23%	1%	0.0	-0.5%
CN(C(=O)CSc1nnnn1-c1ccc(Cl)cc1)C1CCS(=O)(=O)C1 (centres undefined)
→ -20%	i	-1%	2%	-3%	2%	0%	0.2	-0.1%

Results in TGFb SMAD3 inh, Nrf2 block and EPAC2 agonist, for 6 of the compounds above:
mol	TGFb SMAD3 inh	Nrf2 block	EPAC2 agonist
O=S1(=O)NC(=NC2CCCCCC2)c2ccccc21	18%	-6%	10%
COc1ccc(C2=NN(S(C)(=O)=O)C(c3cccs3)C2)cc1OC (centres undefined)	3%	?	6%
CN(C)CCN(Cc1ccccc1)c1ccnc(N(C)C)c1C#N	-5%	.	5%
Cc1ccc(/C=C/C(=O)N2CCc3ccccc3C2)cc1	-17%	.	15%
CSc1sc(C(=O)NCC2CC2)cc1S(=O)(=O)C(C)C	-1%	16%	13%
CS(=O)(=O)c1ncc(N(Cc2ccccc2)Cc2ccco2)c(C(=O)Nc2cccc(C(F)(F)F)c2)n1	0%	1%	.

Other results
Screens in order – Nrf2 block	pAkt inh	EPAC2 agonist	MmCpn inh	EPAC2 antagonist	TGFb SMAD3 inh	A549 tox	CCT modulator	Nrf2 ARE act
Cc1cccc(C)c1OCc1cc(C(=O)N2CCN(Cc3nccn3C)CC2)no1
→ 12%	i	-7%	-1%	0%	1%	5%	-1.8	-0.3%
O=C(Nc1cccnc1)c1cccc(S(=O)(=O)Nc2cccc(Cl)c2)c1
→ -11%	i	12%	3%	-9%	?	-7%	0.9	-0.4%
CC(C)Oc1cc(F)ccc1-c1cc(C(=O)NCC2CCCCC2)[nH]n1
→ .	i	1%	.	6%	9%	.	2.6	0.2%
Cc1ccc(C(=O)NNc2cc(N3CCCC3)nc(N3CCCC3)n2)cc1
→ -22%	i	9%	-3%	-1%	-29%	-4%	-0.3	0.0%
CCOc1cc(-c2nc(C)c(C(C)=O)n2O)ccc1OCC(=O)Nc1ccccc1
→ -18%	i	6%	-3%	-4%	0%	7%	1.9	0.5%
O=C(Cn1c(C(F)(F)F)nc2ccccc21)c1ccc(Br)cc1
→ ?	i	15%	-6%	-12%	0%	-5%	-0.6	1.8%
C[C@H](CO)N1C[C@H](C)[C@@H](CN(C)C(=O)Nc2ccc3c(c2)OCO3)Oc2ccc(NC(=O)Nc3ccc(C(F)(F)F)cc3)cc2C1=O
→ -2%	i	-3%	1%	-10%	?	-12%	-1.0	4.3%

Looked up above.
Value for C[C@H](CO)N1C[C@H](C)[C@@H](CN(C)C(=O)Nc2ccc3c(c2)OCO3)Oc2ccc(NC(=O)Nc3ccc(C(F)(F)F)cc3)cc2C1=O under MmCpn inh: 1%
Value for Cc1ccc(C(=O)NNc2cc(N3CCCC3)nc(N3CCCC3)n2)cc1 under EPAC2 agonist: 9%

The list is partial (hit frequency here may not be typical).
